EBNA-1 inhibitor: blocks EBNA-1 binding to DNA; actives 0.34% (n = 300,000); inhibition, % at 14.8 µM; EBNA-1 DNA binding, fluorescence polarization; in the data active = inhibition above about 28%
ZTA DNA inh: blocks Epstein-Barr virus ZTA, an EBNA-1 counter-screen. P03206. actives 0.15% (n = 320,000). inhibition, % at 11 µM. ZTA-DNA binding, fluorescence polarization. AID 2234; in the data active = inhibition above about 33%
Target sequence (P03206 whole entry, looked up): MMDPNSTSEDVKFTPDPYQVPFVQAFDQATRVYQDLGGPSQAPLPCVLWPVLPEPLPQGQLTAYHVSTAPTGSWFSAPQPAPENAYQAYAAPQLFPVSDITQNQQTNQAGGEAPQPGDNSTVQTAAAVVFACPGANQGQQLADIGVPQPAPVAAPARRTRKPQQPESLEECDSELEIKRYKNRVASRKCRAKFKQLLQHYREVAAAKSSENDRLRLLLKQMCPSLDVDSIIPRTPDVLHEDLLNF
Efflux pump mplx: antifungal efflux pump inhibition, Nile Red retention | S. cerevisiae Candida pump triplex | inhibition, % at 10 µM | actives 0.44% (n = 330,000) | AID 485275;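 active = plate passing quality check with inhibition over a set limit, or well fluorescence over plate mean plus 4 SD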;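 note: Nile Red retained in pooled yeast measured as flow cytometry median fluorescence; 0% = buffer negative control and 100% = Enniatin B positive control; higher means more Nile Red kept so more efflux inhibition; some compounds called inactive have numbers as strong as hits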
Yeast superoxide: yeast age-related superoxide inhibition as caloric restriction mimetic; S. cerevisiae aged cells, superoxide DHE fluorescence; active compounds read low; superoxide response (% of plate mean), % at 10 µM; actives 0.18% (n = 330,000); AID 2690;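 active = superoxide response under a set limit, about three screen SD below normal, cut at about 65% in these data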;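 note: yeast aged for seven days with compound at 30 °C before DHE staining; 100% = average MFI of all compound-treated wells on the plate with controls excluded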
Bcl-xL primary: inhibitors of human Bcl-xL; inhibition, % at 10.9 µM; AID 2129; Q07817; actives 0.7% (n = 320,000); GST-Bcl-xL / FITC-Bim BH3 peptide fluorescence polarization;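 active = inhibition above the mean of all tested compounds plus 3 SD, cutoff set per campaign, cut at about 30% in these data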;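 note: 0% = DMSO wells and 100% = unlabeled Bim-BH3 peptide competitor; inhibitors lower millipolarization by displacing the labeled peptide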
GLD-1 TGE inh: GLD-1-TGE RNA interaction inhibition (C. elegans); purified GLD-1 + fluorescein TGE RNA, fluorescence polarization; actives 0.44% (n = 320,000); inhibition, % at 5.96 µM; AID 2280; Q17339;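 active = percent inhibition above a per-plate cutoff, the plate mean of test compounds plus 3 SD, cut at about 30% in these data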;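 note: 0% = DMSO wells with GLD-1 and probe and 100% = wells lacking GLD-1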
MCL1 BIM primary: MCL1-BIM-BH3 interaction inhibition (human); actives 0.68% (n = 320,000); Q07820; GST-MCL1 / FITC-Bim-BH3 fluorescence polarization; inhibition, % at 10.9 µM;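 active = inhibition above the mean inhibition of all tested compounds plus 3 SD, set per campaign, cut at about 40% in these data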;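 note: 0% = DMSO wells and 100% = unlabeled Bim-BH3 peptide control; higher means more loss of mP so more displacement of Bim peptide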
Target sequence (Q07820 whole entry, looked up): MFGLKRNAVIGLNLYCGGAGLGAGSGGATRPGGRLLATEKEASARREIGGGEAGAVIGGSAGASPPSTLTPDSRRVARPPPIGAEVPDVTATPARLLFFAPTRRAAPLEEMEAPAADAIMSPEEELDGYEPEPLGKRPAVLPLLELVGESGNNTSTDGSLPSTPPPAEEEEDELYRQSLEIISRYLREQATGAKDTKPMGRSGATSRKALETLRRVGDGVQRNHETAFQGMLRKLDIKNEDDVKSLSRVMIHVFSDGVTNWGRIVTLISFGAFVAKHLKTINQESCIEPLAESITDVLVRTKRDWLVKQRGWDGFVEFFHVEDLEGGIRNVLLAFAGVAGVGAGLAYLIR
MEX-5 binding: C. elegans MEX-5 TCR-2 RNA binding activity; Q9XUB2; MEX-5/FITC-TCR2 RNA binding, fluorescence polarization; active compounds read low; activity score (negative = inhibition of binding), % at 10 µM; actives 0.38% (n = 300,000); AID 1832;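 active = inhibition past about -25% in most replicates, and total fluorescence under double the plate's negative control median, limit read from the data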;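 note: 0% = DMSO and -100% = 5 µM competing unlabeled TCR2 RNA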
Target sequence (Q9XUB2 whole entry, looked up): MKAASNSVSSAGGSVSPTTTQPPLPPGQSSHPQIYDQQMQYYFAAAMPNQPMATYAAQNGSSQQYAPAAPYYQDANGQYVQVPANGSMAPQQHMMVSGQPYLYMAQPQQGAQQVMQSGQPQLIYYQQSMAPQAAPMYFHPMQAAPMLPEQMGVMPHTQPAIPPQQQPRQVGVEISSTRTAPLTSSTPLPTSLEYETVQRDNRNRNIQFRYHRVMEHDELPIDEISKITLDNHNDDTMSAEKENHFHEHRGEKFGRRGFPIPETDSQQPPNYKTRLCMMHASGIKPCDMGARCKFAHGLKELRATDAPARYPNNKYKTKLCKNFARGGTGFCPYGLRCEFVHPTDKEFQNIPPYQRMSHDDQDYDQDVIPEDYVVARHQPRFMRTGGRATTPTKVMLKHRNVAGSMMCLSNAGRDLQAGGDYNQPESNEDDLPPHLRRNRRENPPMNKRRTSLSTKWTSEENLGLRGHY
Fam108B inh: blocks mouse Fam108B hydrolase in RBBP9 counter-screen | recombinant Fam108B, FP-Rh probe fluorescence polarization | inhibition, % at 9.51 µM | actives 0.33% (n = 300,000);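 active = inhibition above the screen mean inhibition plus 3 SD, computed separately per campaign, cut at about 18% in these data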;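 note: inhibitors lower polarization as less probe binds the enzyme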
* = called active by the depositor; x = not tested or not shown. Random draw from the library; overall some 2.3% were active at least once.

Every second line gives: EBNA-1 inhibitor	ZTA DNA inh	Efflux pump mplx	Yeast superoxide	Bcl-xL primary	GLD-1 TGE inh	MCL1 BIM primary	MEX-5 binding	Fam108B inh
CCN=C1SC(C(=O)Nc2ccc(Cl)c(Cl)c2)CC(=O)N1CC (stereo not given)
  -4	11	0.2	104	3	-5	2	-0.8	-2
COc1ccc(CNC(=O)COC(=O)c2ccccn2)cc1
  4	7	0.0	101	4	4	4	x	6
CCOC(=O)C1(CCOc2ccccc2)CCN(Cc2ccccc2O)CC1
  -1	-10	0.0	85	3	-7	15	2.3	-4
COc1ccc(C(=O)Nc2ccc(NC(=O)c3cnccn3)cn2)cc1
  0	-10	0.2	96	1	-4	0	-3.8	-4
O=C(/C=C/c1cccc([N+](=O)[O-])c1)Nn1c(-c2ccccc2F)nc2ccccc2c1=O
  -12	-16	0.4	101	1	8	-4	1.5	1
Cc1ccc(/C=C(\C#N)C(=O)N2CCCC2)c(C)c1
  -2	5	-0.1	104	4	5	1	-0.6	-1
CC(=O)N1N=C(c2cccs2)CC1c1ccco1 (stereo not given)
  5	19	0.0	94	3	2	-2	1.7	0
COCCNC(=O)c1c(N)n(-c2ccccc2)c2nc3ccccc3nc12
  -7	-14	0.2	109	-4	5	-3	-4.2	-8
CCc1ccc(OCC(=O)Nc2ccc(S(=O)(=O)N3CCCC3)cc2)c(Br)c1
  0	-17	-0.1	98	3	-1	5	-1.0	-15
COc1ccc(-c2cc(C)no2)cc1S(=O)(=O)N1CCOc2ccc(C)cc21
  5	13	-0.5	102	8	7	9	-0.2	-5
O=C(CCC(=O)N1CCN(S(=O)(=O)c2ccc3ccccc3c2)CC1)Nc1cc(Cl)cc(Cl)c1
  -4	6	0.2	114	4	4	5	0.6	-15
Cc1coc(C)c1C(=O)CC1(O)C(=O)N(CCc2ccccc2)c2ccccc21 (stereo not given)
  6	1	0.0	98	9	1	5	-0.3	-2
COc1ccc(Cl)cc1C(=O)NNC(=S)NC1CCCCC1
  16	-4	0.0	96	-11	2	1	1.6	-1
CCNc1nc(NC(C)C)nc(NS(=O)(=O)c2ccc(Cl)cc2)n1
  -4	-12	-0.3	91	4	6	1	0.1	-2
CCN(CC)S(=O)(=O)c1ccc2c(c1)c(=O)c(C(=O)NCCOC)cn2C
  -18	-8	0.0	85	6	4	-2	2.3	2
COc1ccc(CCNC(=O)c2cc(C(=O)c3cc(Cl)ccc3O)cn(CCc3ccc(OC)cc3)c2=O)cc1
  -2	-11	-0.1	100	3	2	-6	2.4	-28
NC(=S)Nc1cnc2ccccc2c1
  6	20	-0.1	106	2	0	9	-1.6	0
Cc1ccc(OCC(=O)Nc2ccc3c(c2)C(=O)N(CCC(=O)O)C3=O)cc1
  4	4	0.4	104	2	0	1	0.0	-3
c1ccc(CN2CCCC3(CCCN(Cc4nc(COc5ccccc5)no4)C3)C2)cc1 (stereo not given)
  10	13	-0.1	106	6	3	5	-0.4	2
Cc1cc(C(=O)NC(C)C2CCCO2)no1 (stereo not given)
  -10	1	0.2	111	-4	-3	-8	-1.4	-3
COc1ccc(CNC(=O)CSc2ncnc3nc[nH]c23)cc1
  1	10	-0.4	100	7	8	10	x	-1
COCCn1c(COc2ccc(Cl)cc2)nnc1SCC(N)=O
  11	13	0.0	123	-5	7	-2	1.7	3
COc1ccc2c(c1)c(=O)c(C(=O)O)c(-c1ccc3c(c1)OCO3)n2C
  5	21	0.0	91	6	7	-3	1.6	4
Cn1c(=O)c2cn(Cc3ccc(Cl)cc3)cc2n(C)c1=O
  -4	7	0.1	92	2	-1	5	0.2	-1
O=C(N/N=C(\c1ccccc1)c1cccnc1)c1cccc(F)c1
  10	8	-0.2	83	2	-2	-4	-0.3	1
O=S(=O)(c1ccc(Br)cc1)N1CCCc2ccccc21
  7	-5	-0.1	105	7	2	7	-0.4	3
Cc1ccc(NC(=O)C2CCC(CNC(=O)[C@@H]3Cc4ccccc4CN3)CC2)c(C)c1 (stereo not given in full)
  -21	0	0.2	100	2	-8	3	-1.9	-2
c1ccc(CNc2nc(N3CCN(Cc4ccccc4)CC3)nc3ccccc23)cc1
  -6	6	0.0	90	7	-3	6	0.3	-3
c1ccc2c(c1)nnn2Cc1nnc2sc(-c3ccc4c(c3)OCCO4)nn12
  4	-7	0.1	111	3	4	7	-3.3	0
C/C(=N\Nc1ccc(C)c(Cl)c1)c1cccnc1
  -12	-5	0.0	78	9	5	10	1.0	3
O=C(Cn1nnc(N2CCCC2)n1)N/N=C/c1ccc(Cl)cc1
  1	-18	0.0	98	3	-2	8	-2.1	-1
Cc1cc(OCCCn2ccnc2)ccc1[N+](=O)[O-]
  13	-1	0.1	97	14	8	14	-0.4	2
CCc1ccc(NC(=O)CSc2nnc(C)c(=O)n2N)cc1
  -6	-5	0.2	99	4	2	9	0.8	1
O=C(CCC(=O)Nc1ccc(Br)cc1)N/N=C/c1ccccc1O
  -6	-6	-0.9	95	2	1	8	1.0	-2
O=C(NC1=NCCS1)c1cc(-c2cccs2)nc2ccccc12
  -6	8	0.1	121	-3	5	-9	-1.9	-5
CCC(/C=N/NC(=O)C1COc2ccccc2O1)CC (stereo not given)
  2	-8	-0.4	93	-5	2	2	0.0	2
O=C(O)c1cnn2c(C(F)(F)F)cc(-c3ccccc3)nc12
  -11	2	-0.2	107	6	2	-1	-2.3	1
Cc1ccc(NS(=O)(=O)c2ccc3[nH]c(=O)oc3c2)c(C)c1
  0	1	-0.2	128	7	2	2	1.7	1
NS(=O)(=O)c1ccc(CNC(=O)/C=C/c2c(F)cccc2Cl)cc1
  10	16	-0.1	96	4	8	4	0.8	2
CCC(Sc1nncn1C)C(=O)Nc1nnc(-c2ccc(Cl)cc2)s1 (stereo not given)
  5	1	0.0	90	-1	2	-4	3.2	1
CCC(=O)Nc1nc(C)c(-c2csc(Nc3ccccn3)n2)s1
  1	9	0.0	92	2	-6	4	0.8	-12
O=c1[nH]c2cc(NCCO)c([N+](=O)[O-])cc2[nH]1
  -11	-27	-0.3	104	6	4	3	-3.6	-2
CCNC(=O)CN(c1ccc(C)cc1)S(=O)(=O)c1ccccc1
  3	-14	-0.3	94	-2	-4	-2	0.2	3
Cc1ccnc(SCCn2c(N3CCC(C)CC3)nc3c2c(=O)n(C)c(=O)n3C)n1
  -4	-12	0.0	84	2	5	3	1.4	-1
CN(C)c1cccc(C(=O)OCCNC(=O)c2cccc(S(=O)(=O)N3CCOCC3)c2)c1
  -7	13	0.0	103	3	4	2	-1.4	7
COC(=O)c1ccc(NC(=O)CN2CCN(c3ccccc3C)CC2)cc1
  -3	14	0.0	101	-4	8	0	-2.2	0
COc1cc(C)c(NC(=S)Nc2ccc(Cl)c(Cl)c2)cc1OC
  -9	0	0.1	110	7	4	14	-0.1	5
CCOC(=O)c1ccc(NC(=O)C(=O)NCC2CCCO2)cc1 (stereo not given)
  -5	-5	0.0	111	7	2	7	1.2	1
O=c1c2ccccc2nnn1CSc1nnc(Nc2ccccc2)s1
  36*	5	0.1	83	1	-1	-3	-0.5	-1
CCCNC(=O)c1cc(SC)ccc1Cl
  -7	5	-0.1	101	0	5	0	x	2
O=C(COc1cccnc1[N+](=O)[O-])Nc1ccc2c(c1)OC(F)(F)O2
  -6	0	0.2	113	-3	8	-13	0.7	-1
Cc1ccc(C)c(NC(=O)CN(C)S(=O)(=O)c2ccc(F)cc2)c1
  1	9	-0.1	96	-3	9	-3	1.4	-1
CC(NC(=O)c1sc2ccccc2c1Cl)C1CCCO1 (stereo not given)
  -1	13	0.2	85	4	0	7	-3.1	2
O=C(NNC(=O)c1cc(OCC(F)(F)F)ccc1OCC(F)(F)F)c1ccc(Cl)c(Cl)c1
  -11	5	0.1	105	4	7	6	-1.4	-4
CC(=O)N/C(=C/c1ccc(OC(F)F)cc1)C(=O)O
  -3	-18	-0.4	103	-3	-2	-5	-0.6	0
CC1(C)C(c2cccs2)=[N+]([O-])C2(CCCCC/C2=N\NC(N)=O)N1O (stereo not given)
  -11	-5	0.0	94	2	2	-8	-6.1	1
Cc1cnc(C(=O)OCC(=O)NCCc2ccccc2)cn1
  3	8	-0.2	99	-3	7	-2	0.1	0
CCOC(=O)c1cc(C#N)c(SCC(N)=O)[nH]c1=O
  -16	5	0.0	85	38*	13	38	-23	2
CC1(C)Cc2cccc(OCC(=O)NCc3cccs3)c2O1
  10	22	0.0	92	4	8	4	-4.6	-2
O=C(NC1CCCCC1)c1ccc(Cn2cc(Br)cn2)o1
  4	0	0.0	96	4	1	3	0.9	2

(list continues)
Every second line gives: EBNA-1 inhibitor	ZTA DNA inh	Efflux pump mplx	Yeast superoxide	Bcl-xL primary	GLD-1 TGE inh	MCL1 BIM primary	MEX-5 binding	Fam108B inh
COC(=O)CNC(=O)c1cccs1
  2	-6	-0.2	108	5	9	9	-0.1	-1
CC(C)(C)c1ccc(/C([O-])=C(/C(=S)NCc2ccco2)[n+]2ccccc2)cc1
  17	-7	0.0	113	16	10	23	1.1	6
Cc1nn(C(=O)/C(C#N)=C/N(C)C)c(C)c1C
  6	3	-0.1	97	2	1	-3	1.2	1
Cc1nc(C)n(C(C)CC(=O)O)n1 (stereo not given)
  6	1	0.1	86	4	4	3	-2.8	4
COc1ccc(C2C(C(=O)c3ccco3)=C(O)C(=O)N2CCN2CCOCC2)c(OC)c1 (stereo not given)
  9	-2	-0.1	95	5	-4	7	-1.6	1
CC(C)c1ccc(CN2CC(C(=O)O)CC2=O)cc1 (stereo not given)
  -12	14	0.2	107	3	-5	2	0.5	2
CCOc1ccc(Nc2nc(NCc3ccco3)nc(N)c2[N+](=O)[O-])cc1
  0	-16	0.0	124	2	0	6	0.2	-1
C/C(=C\C(=S)Nc1ccccc1)Nc1ccc2ccccc2c1
  -1	13	-0.1	97	9	2	7	-0.4	2
COC(=O)NNC(=O)COc1cc(C)ccc1C
  5	-16	0.0	93	4	1	11	-2.5	5
COc1ccc(C(=O)OCCN2CCOCC2)cc1OC
  -3	-13	-0.1	101	11	9	9	x	2
O=CN1CCN(C(=O)CC(c2ccccc2)c2cc(Br)ccc2O)CC1 (stereo not given)
  0	-7	0.0	102	6	1	2	4.7	-2
Cc1ccc(NC(=O)CN(C)C(=O)CSc2nc3ccccc3o2)cc1
  2	-11	-0.1	106	7	2	5	0.7	1
Cc1[nH]c2ccc(F)cc2c(=O)c1SC(F)(F)C(F)F
  -1	7	-0.1	96	5	5	2	1.6	-2
CCCn1c(=O)c(C(=O)NCc2cccnc2)c(O)c2ccccc21
  -5	7	0.0	104	2	1	2	-1.2	0
COc1ccc(OC)c(S(=O)(=O)N2CCN(C(=O)c3cc(C4CC4)nn3-c3ccccc3)CC2)c1
  x	-3	-0.1	120	1	3	1	x	x
O=C(NCc1ccc(Cl)cc1)C1CCC(CNS(=O)(=O)c2ccccc2)CC1 (stereo not given)
  9	6	0.0	92	3	0	6	1.7	-4
Cc1ccc2c(c1)N(CC(=O)N1CCCCCC1)C(=O)CO2
  -2	-2	0.0	90	-3	4	3	-0.4	-3
CC1CCC2(CC1)NC(=O)N(Cc1nc(-c3ccccc3)no1)C2=O (stereo not given)
  -4	10	0.1	108	0	-2	2	4.1	0
COc1cccc(NC(=O)n2nc(N)cc2-c2ccc(Cl)cc2)c1
  -1	11	0.0	86	12	1	2	-0.1	3
Oc1ccc(N=Cc2ccc(O)c(O)c2)cc1
  -1	-5	-0.1	90	23	3	28	-3.6	36*
